Compound activity (PubChem)
OXTR potentiator: potentiates the human oxytocin receptor response; P30559; CHO-OTR cells, Fluo-8 calcium fluorescence, potentiator mode; 0% = oxytocin EC15, 100% = EC100; activation, % at 3 µM; 320,000 tested, 0.061% active; AID 2445;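 active = activation above that plate's cutoff, the mean activation of tested compounds plus 3 SD, cut at about 6.6% in these data, passing the limit was not always enough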;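 note: 100% uses oxytocin at 75 nM as the full agonist control; some results filed as inactive read as strong as hits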
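assay system = CHO-OTR cells, human receptor | schedule = compound 6 min at room temperature before oxytocin, 100 s read | detection = Fluo-8 intracellular calcium fluorescence, ex 470-495, em 515-575 nm | evaluation = normalized max/min fluorescence ratio, % activation | control set = EC15 oxytocin alone as 0%, 75 nM oxytocin (EC100) as 100%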
M1 PAM parental: M1 PAM counterscreen hit in parental CHO-K1 cells | ATP EC20, Fluo-8 calcium fluorescence; 0% at ATP EC20, 100% at ATP max | activation, % at 3 µM | 360,000 tested, 0.02% active | AID 602247;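 active = activation above the run cutoff, the mean activation of all test compounds plus 3 SD, cut at about 40% in these data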;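 note: peak over basal fluorescence ratio in a 140 s read after ATP addition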
TAAR1 agonist: human TAAR1 agonism; Q96RJ0; CHO RD-HGA16 TAAR1, Fluo-8 calcium fluorescence; vehicle wells 0%, saturating PEA agonist 100%; activation, % at 3 µM; 360,000 tested, 0.99% active; AID 624467;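 active = activation above the mean activation of all test compounds in the run plus 3 SD, cut at about 38% in these data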
Target sequence (Q96RJ0 whole entry, looked up): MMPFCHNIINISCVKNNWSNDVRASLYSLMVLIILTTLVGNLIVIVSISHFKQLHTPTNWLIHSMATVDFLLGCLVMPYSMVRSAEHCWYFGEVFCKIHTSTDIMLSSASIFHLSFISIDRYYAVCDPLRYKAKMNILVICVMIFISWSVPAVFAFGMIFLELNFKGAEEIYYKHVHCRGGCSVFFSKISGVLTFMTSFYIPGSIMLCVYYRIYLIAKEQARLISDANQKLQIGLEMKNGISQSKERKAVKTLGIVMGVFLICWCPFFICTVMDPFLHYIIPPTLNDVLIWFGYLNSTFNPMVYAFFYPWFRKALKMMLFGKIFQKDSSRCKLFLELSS
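System: CHO-derived RD-HGA16 cells with stable Gα16 and human TAAR1. Times: 17-24 h plating, Fluo-8 75 min 37 °C, 30 min RT. Measured by: calcium-sensitive Fluo-8 signal, excitation 470-495, emission 515-575 nm. Read-out basis: % activation relative to PEA EC100 response. Control set: DMSO and PEA EC100. Repeats: no replicates (n 1).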
V1R ag counter: counter-screen for oxytocin receptor agonists: human V1a receptor agonists. P37288. CHO-V1R cells, Fluo-8 calcium fluorescence, agonist mode; 0% DMSO, 100% 3 nM vasopressin. activation, % at 3 µM. 320,000 tested, 0.25% active. AID 2797;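 active = activation above the mean activation of all tested compounds plus 3 SD, per screening run, cut at about 20% in these data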;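 note: signal is peak over basal fluorescence ratio across a 100 second FLIPR read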
CHRM1 agonist: agonists of human M1 muscarinic receptor | CHO-K1 hM1, Fluo-8 calcium fluorescence, agonist mode; 0% DMSO, 100% acetylcholine EC100 | activation, % at 3 µM | 360,000 tested, 0.33% active | P11229;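 active = activation above the run's mean compound activation plus 3 SD, cut at about 16% in these data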;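 note: peak over basal fluorescence ratio within a 140 s kinetic read after compound addition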
Target sequence (P11229 whole entry, looked up): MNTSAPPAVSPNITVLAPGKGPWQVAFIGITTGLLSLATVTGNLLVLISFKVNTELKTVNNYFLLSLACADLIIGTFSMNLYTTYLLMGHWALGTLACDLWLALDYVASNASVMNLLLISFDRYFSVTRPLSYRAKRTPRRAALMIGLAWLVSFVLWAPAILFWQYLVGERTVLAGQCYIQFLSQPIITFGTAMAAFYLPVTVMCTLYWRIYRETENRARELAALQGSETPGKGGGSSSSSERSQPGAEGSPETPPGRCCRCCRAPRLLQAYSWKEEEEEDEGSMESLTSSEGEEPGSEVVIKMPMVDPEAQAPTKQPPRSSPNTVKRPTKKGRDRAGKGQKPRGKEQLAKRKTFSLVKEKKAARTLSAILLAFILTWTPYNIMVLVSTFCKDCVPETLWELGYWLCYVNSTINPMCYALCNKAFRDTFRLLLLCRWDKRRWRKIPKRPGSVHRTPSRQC
TAAR1 antagonist: antagonists of human TAAR1. Q96RJ0. CHO RD-HGA16 TAAR1, Fluo-8 calcium fluorescence, antagonist. inhibition, % at 3 µM. 360,000 tested, 1.5% active. AID 624466;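 active = inhibition above a per-plate cutoff, the mean inhibition of test compounds on that plate plus 3 SD, cut at about 49% in these data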;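 note: 0% = DMSO plus EC80 beta-PEA response and 100% = DMSO alone without agonist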
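Assay system: CHO-derived RD-HGA16 cells stably expressing human TAAR1 plus Gα16. Timing: 140 s kinetic read after compound, 140 s after agonist. Technique: kinetic Fluo-8 calcium fluorescence measurement. Measure: % inhibition of agonist calcium response.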
CHO-K1 Ca antag: counter-screen for M1 antagonists: effect in parental CHO-K1 cells | inhibition, % at 3 µM | ATP-induced calcium, Fluo-8 fluorescence | 360,000 tested, 0.6% active;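 active = inhibition above a per-plate cutoff, the plate's mean sample inhibition plus 3 SD, cut at about 24% in these data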;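 note: 0% = DMSO plus EC80 ATP and 100% = DMSO alone without ATP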
CHO parental Ca: counter-screen: ATP calcium response change in parental CHO cells; parental CHO-K1, ATP-induced calcium, Fluo-8 fluorescence; inhibition, % at 5.6 µM; 330,000 tested, 0.63% active; AID 463079;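 active = inhibition above that plate's mean sample inhibition plus 3 SD, cut at about 26% in these data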;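 note: 0% = ATP-challenged DMSO wells and 100% = DMSO wells without ATP; some compounds past the cut are filed as inactive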
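Material: parental CHO cells / Compound: single nominal dose of 5.6 µM per compound / Signal: Fluo-8 fluorescence / Replicates: singlicate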
M1 ag parental: nonselective activator or artifact in parental CHO-K1 cells; Fluo-8 calcium fluorescence; scaled to maximal ATP response, vehicle zero; activation, % at 3 µM; 360,000 tested, 0.48% active; AID 602248; in the data active = activation above about 15%;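 note: untransfected CHO-K1 host cells lacking M1 receptor as counterscreen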
* = called active by the depositor; x = not tested or not shown. Not a hit list, and some 3.3% of all compounds hit somewhere here.

molecule	OXTR potentiator	M1 PAM parental	TAAR1 agonist	V1R ag counter	CHRM1 agonist	TAAR1 antagonist	CHO-K1 Ca antag	CHO parental Ca	M1 ag parental
CCN(CC)c1ccc(S(=O)(=O)N2CCOCC2)cc1NC(=O)CSc1n[nH]c(N)n1	-8	-6	5	0.1	-4	-12	-12	-5	0.5
Cc1cc([N+](=O)[O-])nn1Cc1ccccc1F	-15	-4	3	-1.1	-5	-5	-10	-10	-0.3
Cc1ccc(C)c(OCC(=O)Nc2ccc(S(=O)(=O)Nc3ccccn3)cc2)c1	-10	7	4	2.9	-1	0	10	-3	5.3
COC(=O)c1ccc(C2=NOC(C)(c3sc(-c4ccccc4)nc3C)C2)cc1 (stereo unspecified)	-3	13	15	0.1	-2	3	-11	-26	0.0
CC1(C)CC(=O)C2=C(C1)N(c1ccc(F)cc1)C(N)=C(C#N)C2c1cccs1 (stereo unspecified)	4	19	1	1.6	-1	-28	-3	-27	1.9
O=C1CC(NS(=O)(=O)c2ccc([N+](=O)[O-])cc2)CN1c1ccc2c(c1)OCCO2 (stereo unspecified)	-8	8	9	11	6	9	12	-2	2.2
O=C(NCCCN1CCOCC1)C(=O)NCc1ccccc1Cl	-2	-6	0	0.5	-5	-10	1	5	0.3
O=C(CCCCCn1c(=O)[nH]c2ccsc2c1=O)N1CCCCC1	-8	7	3	1.4	-2	-22	-4	-8	0.3

Whole records, looked up by structure:
Record of O=C(NCCCN1CCOCC1)C(=O)NCc1ccccc1Cl = OXTR potentiator: -2; M1 PAM parental: -6; TAAR1 agonist: 0; V1R ag counter: 0.5; CHRM1 agonist: -5; TAAR1 antagonist: -10; CHO-K1 Ca antag: 1; CHO parental Ca: 5; M1 ag parental: 0.3
Record of CC1(C)CC(=O)C2=C(C1)N(c1ccc(F)cc1)C(N)=C(C#N)C2c1cccs1 (stereo unspecified) = OXTR potentiator: 4; M1 PAM parental: 19; TAAR1 agonist: 1; V1R ag counter: 1.6; CHRM1 agonist: -1; TAAR1 antagonist: -28; CHO-K1 Ca antag: -3; CHO parental Ca: -27; M1 ag parental: 1.9

Returning to the listing, starting two compounds before the break.
molecule	OXTR potentiator	M1 PAM parental	TAAR1 agonist	V1R ag counter	CHRM1 agonist	TAAR1 antagonist	CHO-K1 Ca antag	CHO parental Ca	M1 ag parental
O=C(NCCCN1CCOCC1)C(=O)NCc1ccccc1Cl	-2	-6	0	0.5	-5	-10	1	5	0.3
O=C(CCCCCn1c(=O)[nH]c2ccsc2c1=O)N1CCCCC1	-8	7	3	1.4	-2	-22	-4	-8	0.3
O=C1Nc2ccccc2C12OCCCCO2	-7	11	5	1.6	-4	6	0	-2	0.7
Cc1cc(N=Nc2ccc3ccccc3c2)ccc1O	-14	1	-1	-0.2	-2	34	-2	14	0.6
CCCCCC1CC(=O)N(Cc2ccc(Cl)cc2)C(=O)N1 (stereo unspecified)	-19	1	11	-0.7	-3	-4	-5	1	0.0
CCCc1nc2cc(C)c(Br)c(C)n2c1Cc1ccsc1	x	7	3	x	x	4	-22	x	0.5
CC1=CC(C)(C)N(C(=O)CSc2ncn[nH]2)c2ccccc21	-3	20	10	0.1	-1	-12	-20	-11	-0.5
CC1CCCCC1NC(=O)CSc1nnc(-c2ccco2)n1N (stereo unspecified)	x	-2	73*	x	-1	24	2	x	0.1
CC(C)NC(=O)Nc1ccc2c(c1)C(=O)N([C@H](C)CO)C[C@H](C)[C@@H](CN(C)Cc1ccc(C(F)(F)F)cc1)OCCCC[C@H](C)O2	x	2	-1	x	-8	5	-2	x	-0.1
COc1cc2c(cc1NC(=O)C(C)N1CCN(S(=O)(=O)c3ccc(C)c(C)c3)CC1)oc1ccccc12 (stereo unspecified)	-1	17	3	1.3	2	1	-7	-8	0.6
COc1ccc(NC(=O)c2ccccn2)cc1S(=O)(=O)N1CCOCC1	-8	-13	0	0.9	-2	-12	12	-14	0.5
Cc1ccc(-c2cc(C(=O)N/N=C/C=C/c3ccccc3)n[nH]2)s1	-6	17	5	-0.1	-2	27	3	-19	1.7
CC1=C(C(=O)N2CCOCC2)CC(CC(=O)NCCN2CCOCC2)C(=O)N1CCC1=CCCCC1 (stereo unspecified)	x	23	0	x	-3	6	-13	x	1.1
O=C(O)C1(P(=O)(c2ccc(Cl)cc2)c2ccc(Cl)cc2)CC1	-14	21	1	1.4	-8	1	-2	-1	0.6
CCN(CC(=O)Nc1c(F)cccc1F)C(=O)C1CCN(C(=O)c2ccc(Cl)cc2)CC1	-5	-16	2	-0.3	-4	-2	-8	-12	0.8
COCCNC(=O)C(C)OC(=O)c1cc2sccc2n1C (stereo unspecified)	-12	19	2	1.2	-4	1	-8	-11	0.1
Cc1nc2sccn2c(=O)c1S(=O)(=O)N1CCN(c2ccccc2F)CC1	x	5	1	x	-2	1	7	x	4.6
COc1ccc(NC(=S)N2CCC(C(=O)c3ccc(C)cc3)CC2)cc1	-10	15	-1	2.3	-7	-11	-12	-19	0.5
CC(C)CCN1CCNC(=O)C1CC(=O)Nc1ccc(F)cc1 (stereo unspecified)	-3	11	3	-0.5	-3	-3	3	-1	-0.1
CCNc1nc(OC)nc(SCC(N)=O)n1	-2	11	9	-0.7	-1	-1	-3	-8	-0.1
O=[N+]([O-])c1ccc(Sc2n[nH]c(-c3ccncc3)n2)nc1	1	10	1	0.3	-5	-31	-18	-4	1.2
NS(=O)(=O)c1ccc(NC(=S)NC(=O)/C=C/c2ccco2)cc1	-2	6	1	1.0	-3	-10	-3	-2	0.2
Nc1nc(NCCO)nc(NCc2ccccc2)c1[N+](=O)[O-]	-7	8	x	1.7	-3	x	5	-11	0.6
CCS(=O)(=O)N1CCN(S(=O)(=O)c2ccc(Cl)s2)CC1	-5	0	1	1.6	-2	-13	-1	-13	0.2
Cc1nn(Cc2ccccc2)c(Cl)c1C(=O)NCCc1ccccc1	-11	15	7	-0.4	-9	4	2	-11	1.2
CCOc1ccc(NC(=O)Cn2nnc(C(=O)NCc3ccc(OC)cc3)c2N)cc1	-6	-4	3	0.8	1	-18	-9	4	1.8
CCCCN(C=O)c1c(CC)nc2c(OCCn3cccc3)cccn12	x	17	0	x	-9	-15	-7	x	0.9
CCOC(=O)C1=C(COC(=O)C(CC)c2ccccc2)NC(=O)NC1C (stereo unspecified)	-6	16	6	0.1	-2	6	-8	-18	1.6
Cc1ccc(SC(C)C(=O)N2CCCC2)cc1 (stereo unspecified)	-2	10	4	-0.1	-8	2	-2	-10	0.2
O=S(=O)(NCCCN1CCOCC1)c1ccc(Cl)s1	-24	20	4	-0.2	-3	-14	-13	-3	1.0
COc1ccc(C(O)(CCN2CCOCC2)c2ccccc2)cc1 (stereo unspecified)	-5	4	2	1.2	-9	3	-6	-11	0.9
COc1ccccc1CC(=O)NCCCc1ccccc1	-9	6	-1	-0.5	-2	7	3	-7	0.5
Cc1cccc(NC(=O)Cc2noc3ccccc23)c1C	0	-14	2	0.2	-3	-7	7	-6	-0.3
c1ccc(Sc2ccncc2)cc1	x	19	4	x	-3	-15	-16	x	0.5
COc1ccc(OC)c(S(=O)(=O)N2CCN(c3ccccc3)CC2)c1	-5	4	0	1.4	1	2	0	5	0.7
CCCCN1C(=O)C2(OCCCO2)c2cccc(C)c21	-10	5	9	-1.0	-4	-14	3	-7	-0.1
CCCC(C)c1nnc(NC(=O)COc2ccc3c(c2)OCO3)s1 (stereo unspecified)	-11	-12	27	7.1	-10	-4	-6	-15	0.6
COc1cc(C(=O)Nc2ccc3c(c2)ncn3C)cc(OC)c1OC	-6	15	12	0.7	-1	-9	-14	17	0.6
Cc1ccc(-n2ncc3c2CCCC3NC(=O)CCCN2CCCC2=O)cc1C (stereo unspecified)	5	-4	-1	0.0	-3	-5	15	-7	0.1
Cc1cc(NC(=O)CSc2nnc(-c3ccoc3C)n2N)no1	-7	-9	12	0.1	-2	-7	21	1	-0.2
COc1ccc(NC(=S)Nc2cccc3cnccc23)cc1	-4	31	2	1.2	-11	-3	-7	-1	0.7
OC(c1ccccc1)c1nccc2ccccc12 (stereo unspecified)	4	13	4	1.9	-3	6	-6	-4	0.9
C[C@H]1CN([C@@H](C)CO)C(=O)c2cccc(NC(=O)c3nc4ccccc4s3)c2O[C@H]1CN(C)C(=O)Nc1ccc(F)cc1	-7	-4	33	1.9	-4	55*	5	-7	6.0
CC(=O)CSc1ncnc2sc3c(c12)CCC(C)C3 (stereo unspecified)	-3	24	9	-0.8	-10	2	-10	-22	-0.1
O=C(COc1ccc(S(=O)(=O)NCCc2ccccc2)cc1)N1CCCC1	-2	7	1	1.7	-6	-8	-4	-9	1.0
NC(=O)c1ccc(NC(=O)c2ccccc2S(=O)(=O)c2ccccc2[N+](=O)[O-])cc1	1	14	2	-0.3	-4	-3	-4	0	3.3
Cc1ccc(S(=O)(=O)N(C)c2ccc(C(=O)NCc3ccccn3)cc2)cc1	-1	12	12	0.5	-5	-6	-22	-16	1.1
CCOCCCNC(=O)N[C@@H](C)C(=O)OC	4	17	13	0.2	2	1	-10	-3	0.7
O=C(Nc1ccccc1)P(=O)(O)c1ccccc1	x	17	1	x	-2	-12	-11	x	2.2
